Bioassay records deposited in PubChem BioAssay by National Center for Advancing Translational Sciences (NCATS).
FUS yeast rescue = rescues growth of FUS-expressing yeast; Potency, µM (titrated, usually from 76.6 µM), without a hit: at the top dose growth rescue (activation), usual class: activators; S. cerevisiae FUS-expressing, growth rescue, OD600, 24 h; AID 1347120; 390,000 compounds, 0.24% hits;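 further: potency means the concentration at half of the fitted maximal effect; plate controls were DMSO vehicle for no effect and reference control for full effect; nearly all actives have a fitted effect of over 55% in size; some results filed as inactive show a strong effect at the top dose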
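Absorbance at 600 nm, taken 24hr after compound addition, measured rescue of FUS-yeast growth at 30C. Induction used 2% galactose with seeding at OD 0.005. Controls: CP55940 from 92uM final, DMSO only.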
WRN inhibitor = blocks human WRN helicase | Q14191 | WRN helicase unwinding, fluorescent forked duplex, kinetic | Potency, µM (series often up to 114 µM), for the others: at the top dose activity change, negative = inhibition, actives largely listed as inhibitors | 360,000 compounds, 0.46% hits | AID 651768; further: potency means the concentration at half of the fitted maximal effect; on the % scale 0 is the no-effect control and ±100 the full control effect; nearly all actives have a fitted effect of over 55% in size
Target sequence (Q14191 whole entry, looked up): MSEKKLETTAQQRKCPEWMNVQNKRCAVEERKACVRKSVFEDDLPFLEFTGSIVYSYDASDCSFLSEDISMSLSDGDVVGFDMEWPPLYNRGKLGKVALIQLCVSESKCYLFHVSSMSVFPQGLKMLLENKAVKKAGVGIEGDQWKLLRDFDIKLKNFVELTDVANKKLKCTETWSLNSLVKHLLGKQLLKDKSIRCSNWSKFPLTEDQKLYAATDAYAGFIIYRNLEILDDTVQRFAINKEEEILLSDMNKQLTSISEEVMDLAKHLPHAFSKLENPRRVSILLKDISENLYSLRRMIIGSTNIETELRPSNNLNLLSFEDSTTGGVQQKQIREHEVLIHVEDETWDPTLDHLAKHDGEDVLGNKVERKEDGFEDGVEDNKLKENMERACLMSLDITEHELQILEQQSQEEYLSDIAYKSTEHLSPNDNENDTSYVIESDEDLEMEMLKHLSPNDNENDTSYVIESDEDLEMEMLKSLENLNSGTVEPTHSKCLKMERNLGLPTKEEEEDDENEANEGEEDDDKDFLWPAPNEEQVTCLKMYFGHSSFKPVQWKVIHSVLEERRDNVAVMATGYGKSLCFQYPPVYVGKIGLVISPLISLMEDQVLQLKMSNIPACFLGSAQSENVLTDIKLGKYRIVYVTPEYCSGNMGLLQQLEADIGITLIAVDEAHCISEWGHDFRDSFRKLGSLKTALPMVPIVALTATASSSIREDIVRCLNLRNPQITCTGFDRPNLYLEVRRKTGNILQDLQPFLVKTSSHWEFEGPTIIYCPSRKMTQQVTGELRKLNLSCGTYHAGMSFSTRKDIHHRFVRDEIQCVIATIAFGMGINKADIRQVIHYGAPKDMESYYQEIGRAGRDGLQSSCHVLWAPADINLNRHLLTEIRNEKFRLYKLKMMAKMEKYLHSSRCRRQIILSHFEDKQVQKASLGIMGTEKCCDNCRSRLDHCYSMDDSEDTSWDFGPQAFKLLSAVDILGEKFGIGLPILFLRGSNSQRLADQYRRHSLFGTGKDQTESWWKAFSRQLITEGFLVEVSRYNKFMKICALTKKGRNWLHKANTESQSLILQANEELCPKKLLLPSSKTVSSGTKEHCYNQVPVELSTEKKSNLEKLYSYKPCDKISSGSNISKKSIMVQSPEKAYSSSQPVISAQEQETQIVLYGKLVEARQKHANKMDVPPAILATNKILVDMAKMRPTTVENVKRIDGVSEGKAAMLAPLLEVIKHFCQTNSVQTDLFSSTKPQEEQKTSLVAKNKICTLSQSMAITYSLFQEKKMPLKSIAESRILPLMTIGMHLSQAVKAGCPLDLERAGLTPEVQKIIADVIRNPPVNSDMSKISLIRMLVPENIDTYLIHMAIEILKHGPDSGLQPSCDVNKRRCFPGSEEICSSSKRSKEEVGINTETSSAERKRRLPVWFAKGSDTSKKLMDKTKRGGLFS
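WRN at 20 nM final preincubated with compound 15 min at room temperature; reaction started with 100 nM fluorophore/quencher forked duplex oligonucleotide and 2 mM ATP final. Unwinding followed kinetically by red fluorescence (ex 525, em 598 nm).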
EPAC1 ag = agonists of human EPAC1. O95398. EPAC1 agonist qHTS, biochemical assay; response scale: 100% = response to 6.5 mM cAMP. Potency, µM (top dose mostly 154 µM), for inactives: at the highest dose activation, actives largely listed as activators. 360,000 compounds, 0.073% hits; further: potency means the concentration at half of the fitted maximal effect; nearly all actives have a fitted effect of over 60% in size
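Read-out is the fluorescence drop as BODIPY-GDP leaves Rap1B (480 nm excitation, 540 nm emission), recorded every 5 minutes over 30 minutes. Reactions held 100 nM EPAC1, 250 nM Rap1B–BODIPY-GDP and 50 uM GDP, with 6.5 mM cAMP setting full activation.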
PLK1 PBD block = inhibitors of human PLK1 polo-box domain binding | P53350 | 360,000 compounds, 2.8% hits | Plk1 PBD binding of FITC phosphopeptide, fluorescence polarization | Potency, µM, without a hit: max response, negative = inhibition, hits mostly inhibitors; further: potency means the concentration at half of the fitted maximal effect; series mostly up to about 57 µM; on the % scale 0 is the no-effect control and ±100 the full control effect; nearly all actives have a fitted effect of over 65% in size
Abeta yeast res = compounds reversing amyloid beta toxicity in yeast | 410,000 compounds, 0.063% hits | Potency, µM (series often up to 46.1 µM), for inactives: at the top dose growth rescue, most hits filed as activators | yeast expressing A-beta42, growth rescue, OD600, 48 h; response scale: 0% DMSO, 100% iron-clioquinol control; further: potency means the concentration at half of the fitted maximal effect; nearly all actives have a fitted effect of over 55% in size
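Growth rescue measured by 600 nm absorbance after 48 h yeast culture at 30 C with compound. Values normalized between DMSO and an equimolar ferric chloride plus clioquinol control.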
EPAC1 antag = blocks human EPAC1 exchange factor; EPAC1 GEF assay, Rap1b-BODIPY-GDP exchange fluorescence; O95398; Potency, µM (series often up to 115 µM), inactives show at the highest dose activity change, negative = inhibition, usual class: inhibitors; 360,000 compounds, 0.14% hits; AID 720709;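 further: potency means the concentration at half of the fitted maximal effect; plate controls were vehicle for no effect and positive control for full effect; nearly all actives have a fitted effect of over 50% in size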
IL2 activator = activators of IL-2. IL-2 activation reporter assay, cell-based qHTS; stimulated with anti-CD3/CD4/CD28 beads; in transgenic mouse T cells. activation, % (series mostly up to about 46 µM). 360,000 compounds, 0.065% hits. AID 652025; in the data active means activation above about 50%; inconclusive means mostly about 30% to 49%; further: 0% is about no effect
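Unstimulated transgenic mouse T cells preincubated 60 min with compound, then stimulated with anti-CD3/anti-CD4-coated beads plus anti-CD28 for 18 h at 37 degrees C. IL-2 response read as EGFP and DsRed fluorescence by plate cytometry.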
PI5P4Ka inh = blocks human PI5P4K alpha kinase activity. P48426. PI5P4Kalpha enzyme, ADP-Glo luminescence, 60 min; hits give low values. max response, %. 330,000 compounds, 1.2% hits; active means max response of -50% or lower; inconclusive means between -30% and -50%; inactive means -30% or higher; further: value at the top dose of about 77 µM; on the % scale 0 is the no-effect control and ±100 the full control effect
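ADP-Glo luminescence end-point after a 60 min room-temperature kinase reaction. PI5P4Kalpha and substrate in HEPES pH 7.4 buffer with EGTA, 0.1% CHAPS and 5% DMSO; ATP at 5 microM final.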
* hit, by the source's call; ? = inconclusive; . = no result given; [ ] = another dose, or the depositor's remark. Unless noted, the call rests on the fitted dose curve; in most records, active means well fitted curve in the direction sought with a large enough effect; inconclusive means small, poorly fitted or top-dose-only effect, or another doubt; inactive means no such curve, though single readings can be large; an effect the other way counts as inactive or inconclusive.

1) COc1ccc(CCN(C)C(=O)c2c(C)nn(CC(C)C)c2Cl)cc1OC
2) COc1ccc(F)cc1C(=O)C1CCCN(Cc2ccc(Oc3ncccn3)cc2)C1 (centres undefined)
3) CC(=O)c1ccc(S(=O)(=O)Nc2cccc(-c3cn4c(n3)SCC4)c2)cc1
4) CC1(C(=O)OCC(=O)NNC(=O)COc2ccc(Cl)cc2)CC1(Cl)Cl (centres undefined)
5) CS(=O)(=O)N(Cc1ccc(Cl)cc1)c1ccc(C(=O)NCCC2=CCCCC2)cc1
6) CCC(C)(C)NC(=O)C1c2ccccc2Oc2ccccc21
7) CCN(CC(=O)NCc1ccc(Cl)cc1)C(=O)CSc1ccccc1
8) O=C(COc1ccccc1C(=O)O)Nc1nc2ccc([N+](=O)[O-])cc2s1

entry no.	1	2	3	4	5	6	7	8
EPAC1 ag	-3%	16%	5%	?	-5%	9%	-13%	3%
WRN inhibitor	-19%	-6%	-10%	-5%	4%	1%[57.1 µM]	10%	-4%
FUS yeast rescue	0%	18%	42%	8%	21%	-10%	21%	4%
PI5P4Ka inh	9	-5	-1	-5	.	-3	-3	2
PLK1 PBD block	-6%	-9%	-20%	-2%	-6%	-23%	-6%	-5%
Abeta yeast res	6%	13%	-7%	5%	9%	15%	6%	1%
IL2 activator	-3.3	0.7	-2.3	1.0	-0.9	0.6	-0.5	-2.5
EPAC1 antag	0%	-2%	2%	0%	-3%	-2%	0%	-18%

9) CCN1C(=O)C(CC(=O)Nc2ccc(OC)cc2)N(CCCN2CCN(c3ccc(F)cc3)CC2)C1=S (centres undefined)
10) Cc1ccccc1NC(=O)COC(=O)CCc1ccccc1
11) C=CC[C@H](CC(=O)N(CCO)Cc1ccccc1)C(=O)N[C@@H](COC(=O)[C@@H](CC=C)Cc1ccc(F)cc1)Cc1c[nH]c2ccccc12
12) C=CC1=C(C(=O)O)N2C(=O)[C@@H](NC(=O)/C(=N\OCC(=O)O)c3csc(N)n3)[C@H]2SC1
13) CCN(CC(=O)NCc1ccc(Cl)cc1)C(=O)CSc1cccc(C(F)(F)F)c1
14) COc1cc(NC(=O)C2CCCN(S(=O)(=O)c3cnc[nH]3)C2)cc(OC)c1 (centres undefined)
15) NC(=O)NCCc1ccccc1
16) O=C(CC(c1ccccc1)c1cc(Cl)ccc1O)NCCN1CCOCC1 (centres undefined)

entry no.	9	10	11	12	13	14	15	16
EPAC1 ag	-4%	0%	-2%	-30%[inhibitor]	0%	-4%	2%	6%
WRN inhibitor	-9%	-2%	-5%	?	1%	8%	4%	-2%
FUS yeast rescue	21%	-1%	44%	-28%	30%	-17%	12%	-33%
PI5P4Ka inh	11	-12	3	?	45	-10	-1	5
PLK1 PBD block	-3%	6µM*	-10%	?	1%	-4%	-7%	-11%
Abeta yeast res	-10%	6%	4%	-12%	21%	-1%	-11%	6%
IL2 activator	-1.6	-3.4	-0.3	0.0	-6.7	1.2	0.3	-2.7
EPAC1 antag	-25%	11%	-4%	3%	-9%	-22%	9%	-14%

17) CC1CCCN(C/C=C/c2ccccc2[N+](=O)[O-])C1 (centres undefined)
18) CCCCN(C(=O)NC(=O)Nc1ccc(C)cn1)S(C)(=O)=O
19) Cc1c(C(=O)O)oc2c3c(ccc12)OCCO3
20) CCc1nc2ccc(C(=O)NC3CCN(Cc4ccccc4)CC3)cn2c1N(CC)CCOC
21) COc1ccc(S(=O)(=O)N2CCCC(C(=O)NCC3CCCO3)C2)cc1Cl (centres undefined)
22) N#CCCn1cc(/C=N/NC(N)=S)c(-c2ccc(Br)cc2)n1
23) CCOC(=O)C(=O)NC1CC=CCC1c1ccc2c(c1)OCO2 (centres undefined)
24) O=C(Cn1cnc2c(nnn2Cc2ccc(F)cc2)c1=O)N1CCN(c2ccccc2)CC1

entry no.	17	18	19	20	21	22	23	24
EPAC1 ag	3%	4%	-3%	-13%	-1%	4%	-5%	-6%
WRN inhibitor	-3%	-1%	-31%	4%[57.1 µM]	-29%	-10%	-2%	1%
FUS yeast rescue	-3%	-21%	.	-16%	.	16%	.	.
PI5P4Ka inh	.	2	-22	-2	-11	-2	-4	-4
PLK1 PBD block	5%	-7%	-4%	-18%	-6%	-7%	-1%	3%
Abeta yeast res	6%	6%	3%	8%	-1%	10%	-2%	-17%
IL2 activator	-0.7	1.1	-0.1	-1.0	3.3	-2.8	-1.9	1.0
EPAC1 antag	-4%	0%	14%	-7%	-4%	-11%	-6%	-4%

25) CCN(CC)S(=O)(=O)c1ccc(N2CC(C(=O)NCc3ccco3)CC2=O)cc1 (centres undefined)
26) CCn1nc(C(=O)N2CCN(Cc3nc4ccccc4s3)CC2)c2ccccc2c1=O
27) CCO[C@@H]1OC(C(=O)N2CCN(Cc3ccc4c(c3)OCO4)CC2)=C[C@H](c2csc3ccccc23)[C@H]1CCCO
28) CCOC(=O)C1=C(CSc2nc3ccccc3s2)NC(=O)NC1c1cc(C)ccc1C (centres undefined)
29) CCOc1ccc(/C=N/NC(=O)CC(=O)Nc2ccc(Cl)c(Cl)c2)cc1
30) Cc1ccc(C(C(=O)NC(C)(C)C)N(C(=O)c2csnn2)C2CC2)cc1 (centres undefined)
31) O=C(Nc1ccc2c(c1)OCCO2)N1CCOCC1
32) CCNc1nc(Oc2ccc(C(=O)OC)cc2)nc(N2CCOCC2)n1

entry no.	25	26	27	28	29	30	31	32
EPAC1 ag	-10%	3%	-1%	2%	-1%	-3%	-4%	-5%
WRN inhibitor	8%	-1%	-9%	-6%	-13%[57.1 µM]	7%	-35%	5%
FUS yeast rescue	-36%	23%	15%	31%	1%	12%	0%	0%
PI5P4Ka inh	5	-1	17	.	10	0	1	-11
PLK1 PBD block	2%	-5%	2%	-5%	-2%	2%	-19%	7%
Abeta yeast res	-3%	10%	-12%	22%	15%	10%	-12%	-17%
IL2 activator	1.7	-0.7	-0.2	-2.7	1.5	-3.5	-1.3	-3.1
EPAC1 antag	6%	-1%	-25%	-2%	1%	4%	-11%	-3%

33) Cc1ccc(CC2CC(=O)N(c3ncccn3)C2=O)cc1 (centres undefined)
34) COc1cccc(-c2csc(N3CCN(CC(=O)NNC(=O)c4ccco4)CC3)n2)c1
35) COCc1cccc(NC(=O)Cc2cccc3ccccc23)c1
36) COc1ccc(NS(=O)(=O)c2ccc(N3CCOCC3)c(NC(=O)c3ccc(OC)cc3)c2)cc1
37) CN1CCCCCC1C(=O)N1CCC(N2CCC(C(=O)N3CCOCC3)CC2)CC1 (centres undefined)
38) CC1CCC(NC(=O)c2ccc(-n3cncn3)c([N+](=O)[O-])c2)CC1 (centres undefined)
39) O=C(NC1CCCC1)C(c1ccccc1)N(Cc1ccc2c(c1)OCO2)C(=O)Cc1cccs1 (centres undefined)
40) C=CCONC(=O)Cc1ccccc1

entry no.	33	34	35	36	37	38	39	40
EPAC1 ag	3%	11%	-5%	-5%	-15%	-6%	-9%	3%
WRN inhibitor	1%	-3%	-12%	-8%	2%	-1%	10%	-8%
FUS yeast rescue	2%	24%	34%	.	-7%	20%	10%	-28%
PI5P4Ka inh	2	0	2	0	-13	5	1	3
PLK1 PBD block	1%	-11%	-6%	-5%	-17%	-1%	-2%	3%
Abeta yeast res	2%	4%	-1%	9%	-5%	-10%	5%	11%
IL2 activator	-0.2	0.0	0.6	1.5	1.0	-2.3	-1.8	0.1
EPAC1 antag	-4%	?	-19%	-16%	-9%	7%	8%	-4%

41) CCOC(=O)c1nn(-c2ccc(C)cc2)c(=O)cc1OCC(=O)Nc1cc(C)ccc1OC
42) N#Cc1cc2c(nc1SCC(N)=O)CCCCC2
43) COc1ccc(-c2nn(-c3ccccc3)cc2/C=N/NC(=S)NC(C)C)cc1OC
44) Cc1ccc(S(=O)(=O)N(C)CC(=O)Nc2ccc3c(c2)OCO3)cc1
45) O=C(CSc1n[nH]c(-c2ccccc2Br)n1)NCCN1C(=O)CSC1=O
46) COc1cc(Br)c(Br)cc1N
47) CC1CCC(NCc2ccco2)CC1 (centres undefined)
48) COc1ccc(CNc2nc(-c3ccccc3)nc3ccccc23)cc1OC

entry no.	41	42	43	44	45	46	47	48
EPAC1 ag	-3%	5%	6%	-1%	-4%	3%	2%	16%
WRN inhibitor	-6%	2%	2%	1%	-9%	5%	-3%	-9%
FUS yeast rescue	11%	-17%	.	4%	.	-8%	13%	14%
PI5P4Ka inh	4	1	-2	-19	15	4	4	16
PLK1 PBD block	-10%	?	-12%	-12%	-2%	-1%	-8%	-1%
Abeta yeast res	-11%	7%	10%	-17%	19%	12%	-2%	2%
IL2 activator	0.2	1.6	0.9	0.6	-0.1	0.1	-1.7	-0.6
EPAC1 antag	12%	5%	7%	3%	0%	3%	-15%	-7%

One compound at a time, from the list above. Order of values: EPAC1 ag | WRN inhibitor | FUS yeast rescue | PI5P4Ka inh | PLK1 PBD block | Abeta yeast res | IL2 activator | EPAC1 antag
COc1cc(Br)c(Br)cc1N in the list: 3% | 5% | -8% | 4 | -1% | 12% | 0.1 | 3%
COc1ccc(CNc2nc(-c3ccccc3)nc3ccccc23)cc1OC in the list: 16% | -9% | 14% | 16 | -1% | 2% | -0.6 | -7%
CC1CCC(NCc2ccco2)CC1 (centres undefined) in the list: 2% | -3% | 13% | 4 | -8% | -2% | -1.7 | -15%
Cc1ccc(S(=O)(=O)N(C)CC(=O)Nc2ccc3c(c2)OCO3)cc1 in the list: -1% | 1% | 4% | -19 | -12% | -17% | 0.6 | 3%
CCOC(=O)c1nn(-c2ccc(C)cc2)c(=O)cc1OCC(=O)Nc1cc(C)ccc1OC in the list: -3% | -6% | 11% | 4 | -10% | -11% | 0.2 | 12%
